PME-1 inh – blocks human protein phosphatase methylesterase 1. recombinant PME-1, FP-Rh probe fluorescence polarization. inhibition, % at 5.9 µM. actives 0.53% (n = 320,000). AID 2130;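 active = inhibition above the campaign mean of all compounds plus 3 SD, cut at about 26% in these data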;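 note: competitive labeling of PME-1 active site by serine hydrolase directed probe; 0% = PME-1 with DMSO and 100% = wells lacking PME-1 enzyme; inhibitors block probe labeling so polarization falls and inhibition rises; many of its hits are not listed in these tables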
Bcl-xL primary – blocks human Bcl-xL binding to Bim BH3 peptide; GST-Bcl-xL / FITC-Bim BH3 peptide fluorescence polarization; inhibition, % at 10.9 µM; actives 0.7% (n = 320,000); AID 2129;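 active = inhibition above the mean of all tested compounds plus 3 SD, cutoff set per campaign, cut at about 30% in these data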;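 note: 0% = DMSO wells and 100% = unlabeled Bim-BH3 peptide competitor; inhibitors lower millipolarization by displacing the labeled peptide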
Target sequence (Q07817 whole entry, looked up): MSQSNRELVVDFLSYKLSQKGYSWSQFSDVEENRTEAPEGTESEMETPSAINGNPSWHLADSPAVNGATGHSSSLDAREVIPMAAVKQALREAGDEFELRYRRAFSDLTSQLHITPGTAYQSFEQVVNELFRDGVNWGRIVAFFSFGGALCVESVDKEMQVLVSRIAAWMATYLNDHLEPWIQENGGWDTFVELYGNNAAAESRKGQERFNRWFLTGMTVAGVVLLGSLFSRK
MCL1 BIM primary – inhibitors of human MCL1 binding to BIM-BH3 peptide. Q07820. GST-MCL1 / FITC-Bim-BH3 fluorescence polarization. inhibition, % at 10.9 µM. actives 0.68% (n = 320,000). AID 2057;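 active = inhibition above the mean inhibition of all tested compounds plus 3 SD, set per campaign, cut at about 40% in these data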;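 note: 0% = DMSO wells and 100% = unlabeled Bim-BH3 peptide control; higher means more loss of mP so more displacement of Bim peptide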
TPT1 inh – blocks Candida albicans tRNA 2'-phosphotransferase; recombinant caTPT1, FP RNA substrate dephosphorylation; inhibition, % at 5 µM; actives 0.81% (n = 300,000);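 active = inhibition above the mean of all tested compounds plus 3 SD, set per screening campaign, cut at about 24% in these data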;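 note: plate controls were DMSO alone for no effect and ferristatin control at 100 nM for full effect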
MEX-5 binding – C. elegans MEX-5 TCR-2 RNA binding activity. actives 0.38% (n = 300,000). MEX-5/FITC-TCR2 RNA binding, fluorescence polarization; hits give low values. Q9XUB2. activity score (negative = inhibition of binding), % at 10 µM. AID 1832;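 active = inhibition past about -25% in most replicates, and total fluorescence under double the plate's negative control median, limit read from the data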;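 note: 0% = DMSO and -100% = 5 µM competing unlabeled TCR2 RNA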
Target sequence (Q9XUB2 whole entry, looked up): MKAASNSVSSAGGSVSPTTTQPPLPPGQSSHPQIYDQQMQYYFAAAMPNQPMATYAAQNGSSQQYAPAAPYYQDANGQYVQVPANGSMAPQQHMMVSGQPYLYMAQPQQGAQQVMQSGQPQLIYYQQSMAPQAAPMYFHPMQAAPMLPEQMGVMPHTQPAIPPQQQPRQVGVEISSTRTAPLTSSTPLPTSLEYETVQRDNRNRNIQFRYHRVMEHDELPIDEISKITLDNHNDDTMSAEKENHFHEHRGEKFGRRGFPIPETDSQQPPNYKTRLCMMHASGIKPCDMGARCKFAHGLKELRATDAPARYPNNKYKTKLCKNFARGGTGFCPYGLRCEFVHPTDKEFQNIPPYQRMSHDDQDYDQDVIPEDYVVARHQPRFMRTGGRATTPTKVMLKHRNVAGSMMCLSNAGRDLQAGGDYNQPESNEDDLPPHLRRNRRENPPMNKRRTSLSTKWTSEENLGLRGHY
PAD4 inh – inhibitors of human PAD4; Q9UM07; inhibition, % at 6.36 µM; recombinant PAD4, RCA probe fluorescence polarization; actives 0.41% (n = 330,000); AID 485272;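 active = percent inhibition above a cutoff equal to the mean of all tested compounds plus 3 SD, cut at about 15% in these data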;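 note: 0% = PAD4 with RCA probe and DMSO and 100% = probe without PAD4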
GLD-1 TGE inh – GLD-1-TGE RNA interaction inhibition (C. elegans). purified GLD-1 + fluorescein TGE RNA, fluorescence polarization. inhibition, % at 5.96 µM. actives 0.44% (n = 320,000);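 active = percent inhibition above a per-plate cutoff, the plate mean of test compounds plus 3 SD, cut at about 30% in these data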;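 note: 0% = DMSO wells with GLD-1 and probe and 100% = wells lacking GLD-1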
Fam108B inh – counter-screen for RBBP9 inhibitors: inhibitors of mouse Fam108B | recombinant Fam108B, FP-Rh probe fluorescence polarization | actives 0.33% (n = 300,000) | inhibition, % at 9.51 µM | AID 1947;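 active = inhibition above the screen mean inhibition plus 3 SD, computed separately per campaign, cut at about 18% in these data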;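 note: inhibitors lower polarization as less probe binds the enzyme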
GSTO1 counter – counter-screen for RBBP9 inhibitors: inhibitors of human GSTO1 | inhibition, % at 5.96 µM | AID 1974 | recombinant GSTO1, activity-based probe fluorescence polarization | P78417 | actives 1.1% (n = 300,000);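 active = inhibition above the campaign mean inhibition plus 3 SD, cut at about 35% in these data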;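 note: 0% = GSTO1-1 with DMSO and 100% = wells lacking GSTO1-1 enzyme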
Target sequence (P78417 whole entry, looked up): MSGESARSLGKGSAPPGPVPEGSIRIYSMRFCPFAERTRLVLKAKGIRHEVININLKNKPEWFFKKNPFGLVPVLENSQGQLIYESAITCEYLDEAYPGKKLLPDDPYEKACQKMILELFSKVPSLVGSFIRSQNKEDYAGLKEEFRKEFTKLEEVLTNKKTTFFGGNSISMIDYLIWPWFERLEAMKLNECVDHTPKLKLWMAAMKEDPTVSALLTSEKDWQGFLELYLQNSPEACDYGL
The depositor's hits bear a star; · = no result given. An excerpt; rates above refer to the full screens.

compound	Bcl-xL primary	MEX-5 binding	PME-1 inh	TPT1 inh	Fam108B inh	GLD-1 TGE inh	MCL1 BIM primary	PAD4 inh	GSTO1 counter
COC(=O)CC1C(=O)NCCN1C(=O)NC1CCCCC1 (stereo not drawn)	5.3	2.2	5.5	-2.7	-2.0	4.4	4.6	-2.0	-2.9
NC1=NC(=O)CC(C(=O)NCCc2ccccc2)S1 (stereo not drawn)	9.3	-0.7	2.2	0.5	1.2	1.8	2.3	0.3	4.2
Cc1cccc(CN2C(=O)c3ccccc3Sc3ccc(C(=O)NCCN4CCOCC4)cc32)c1	0.1	-2.3	3.2	-3.3	3.4	6.1	-1.4	-4.0	-11.7
O=C(CCCn1c(=S)[nH]c2ccccc2c1=O)NC1CCCCC1	5.4	0.3	-6.3	-2.4	3.8	0.0	-1.3	-3.7	-0.6
COC(=O)c1cccc(N2C(=O)C3C4C=CC(CC4)C3C2=O)c1 (stereo not drawn)	2.8	1.3	-0.7	-0.4	-1.7	-3.0	-2.0	-0.6	1.9
COc1ccc(C(C)(C)NC(=O)C2CCC(=O)N(C3CC3)C2)cc1OC (stereo not drawn)	3.0	2.7	7.9	-1.7	0.2	3.4	0.1	1.2	-1.1
O=S(=O)(NCc1ccc2c(c1)OCO2)c1ccc(F)cc1	1.7	-1.6	7.9	-2.9	0.4	0.7	6.1	1.0	2.5
COc1ccc(OC)c(NC(=O)c2cccc3c2C(=O)N(C2CCCCC2)C3)c1	3.3	2.9	5.2	-3.5	2.1	-2.0	-2.6	-3.6	-0.2
COc1ccc(/C=C/C=C2\N=C(SC)SC2=O)cc1	-22.7	-11.7	-1.5	42.6*	-1.4	-4.6	-41.7	-2.1	0.0
COc1cccc(OCC(=O)NNC(=O)CCc2ccccc2)c1	6.5	1.6	-6.2	-8.7	3.7	-6.8	3.2	-2.1	2.3
Cc1ccc(C)c(N2CCN(C(=O)c3ccc(CSc4nc5ccncc5[nH]4)cc3)CC2)c1	-0.2	0.6	-9.8	2.3	-4.0	5.2	-5.9	-2.6	1.8
C/C(Nc1ccc(C)cc1)=C(/C#N)C(N)=O	-3.5	-0.7	0.7	1.3	-1.2	4.3	-3.1	-2.9	4.0
CCCCc1c(O)nc(SC2CC(=O)N(c3ccc(C(=O)OCC)cc3)C2=O)[nH]c1=O (stereo not drawn)	10.1	0.1	1.9	-2.1	-1.0	8.9	9.1	-6.7	2.6
Cc1cc(NC(=O)CSc2nc(N)c(NC(=O)c3ccccc3F)c(=O)[nH]2)no1	5.7	1.1	-0.4	-2.3	-2.2	4.3	-6.9	7.9	6.8
O=C(Nc1ccc(Br)c2cccnc12)c1ccc(Cn2cc([N+](=O)[O-])cn2)o1	9.3	-1.7	3.5	2.0	-5.5	0.2	5.9	-1.1	-0.2

Later entries:
compound	Bcl-xL primary	MEX-5 binding	PME-1 inh	TPT1 inh	Fam108B inh	GLD-1 TGE inh	MCL1 BIM primary	PAD4 inh	GSTO1 counter
Nc1nn(-c2ccccc2)c(N)c1N=Nc1ccccc1F	3.2	0.2	6.9	-0.8	4.2	6.6	6.4	-1.3	-2.1
CC(=O)C1=C(O)C(=O)N(Cc2cccnc2)C1c1ccc(O)cc1 (stereo not drawn)	-0.4	1.3	0.4	-4.4	0.3	8.1	-0.7	-8.9	4.7
CC1CCCCN1C(=O)CSc1nc2ccsc2c(=O)n1Cc1ccccn1 (stereo not drawn)	1.1	-2.1	-3.9	-0.6	1.7	1.3	6.3	2.3	2.9
COc1ccc(/C=N/Nc2nnc(Cc3ccccc3)c(=O)[nH]2)cc1	8.8	0.8	-3.4	-0.2	-1.6	-0.1	6.5	-5.8	2.0
Cc1nc2ccccc2c2oc(C(=O)NCCCN3CC(C)CC(C)C3)cc12 (stereo not drawn)	3.1	3.6	-3.7	-1.2	-2.3	-1.4	7.1	-2.6	10.2
CCCc1cc2c(cc1NS(=O)(=O)c1ccc(CCNC(C)=O)cc1)OCO2	-0.1	1.2	-3.9	1.2	-2.7	0.8	3.3	-1.6	6.8
Nc1ccc(C(=O)N2CCN(S(=O)(=O)c3ccc(Cl)cc3)CC2)cc1[N+](=O)[O-]	-2.1	-0.9	8.7	0.0	-2.2	4.4	-4.9	0.7	-2.7
CN(N)C(=S)Nc1ccc(Cl)cc1	2.3	-0.3	8.3	-3.3	2.0	-2.9	11.0	1.7	20.1
Cc1cc(O)c2c(-c3ccccc3)cc(=O)oc2c1	1.5	·	-11.3	8.4	1.0	-0.1	2.2	-14.6	4.5
CC[C@H](C)[C@@H](C(=O)N1CCNCC1)n1cc([C@@H](N)CO)nn1	7.8	-0.1	2.1	-3.3	-0.9	0.5	14.9	0.3	-7.4
O=C(NCCOc1ccccc1-c1ccccc1)c1ccco1	3.6	0.7	9.0	-2.3	1.9	-5.0	-0.3	-4.4	4.6
C=CCNC(=S)NNC(=O)CC12CC3CC(CC(C3)C1)C2	1.6	·	-3.8	1.1	-2.4	6.0	4.2	2.5	-3.5
Nc1ccc(C(=O)N/N=C\c2ccc(OC(=O)c3ccccc3Cl)cc2)cc1	4.0	0.3	-2.3	0.5	-0.4	4.4	4.3	0.9	0.1
Cc1ccc2nc(SCC(=O)Nc3cc(C)on3)nc(=O)n2c1	5.4	0.6	0.0	-0.1	0.2	9.6	1.6	-0.4	-2.8
Cc1cc(CN(C)C(=O)CC2C(=O)NCCN2Cc2ccc(F)c(F)c2)on1 (stereo not drawn)	2.9	·	-2.0	-0.9	-0.3	3.8	-2.9	-0.3	9.2

Remaining list, next part:
compound	Bcl-xL primary	MEX-5 binding	PME-1 inh	TPT1 inh	Fam108B inh	GLD-1 TGE inh	MCL1 BIM primary	PAD4 inh	GSTO1 counter
O=C(CN1CCC(NC(=O)c2ccc(F)cc2)CC1)NCc1ccccc1F	1.0	-1.5	3.7	-0.6	2.8	0.0	0.3	3.0	0.0
O=C(Cc1ccsc1)N1CCN(S(=O)(=O)c2ccccc2F)CC1	5.5	·	2.7	·	·	-4.9	1.6	0.7	·
Cc1ccc(-n2c(SCC(N)=O)nnc2-c2ccc(S(=O)(=O)N3CCCCC3)cc2)c(C)c1	-1.4	-0.4	-6.5	0.9	-0.8	-1.8	3.0	0.3	1.7
Cc1cc(C)c(C(=O)CC2(O)C(=O)Nc3ccccc32)cc1C (stereo not drawn)	-3.1	0.5	3.7	6.0	-5.1	-2.8	-3.1	-0.7	5.8
O=C(CSc1ccc(Cl)cc1)Nc1ccccc1N1CCN(C(=O)c2ccccc2)CC1	5.0	3.5	-0.8	-2.7	0.8	-1.7	5.7	1.0	-1.6
CC1CCC(NS(=O)(=O)c2ccc(N3CCCC3=O)cc2)CC1 (stereo not drawn)	7.7	0.9	-2.0	0.9	3.9	-2.8	6.0	-4.3	6.9
O=C(NO)c1ccccc1O	7.6	1.0	1.6	-3.8	0.3	1.7	4.3	-0.9	3.9
CC(C)(C)C(=O)Nc1ccc(N=Nc2ccccc2)cc1	7.2	1.2	3.2	0.4	-2.7	5.3	1.4	-0.7	1.6
COC(=O)c1c(NC(=O)CN2CCC3(O)CCCCC3C2c2ccc(F)cc2)sc(C)c1C (stereo not drawn)	-1.4	1.0	-2.1	1.3	-7.0	0.4	-1.3	-0.8	1.4
CCN(CC(=O)N1CCOCC1)S(=O)(=O)c1ccc(F)cc1	-1.6	-0.9	-0.8	1.3	-5.2	-8.1	-4.5	-2.0	4.2
CCn1ccnc1CN(C)Cc1cn[nH]c1-c1ccc(OC)c(F)c1	0.5	2.0	-3.5	0.1	7.9	-3.3	4.6	-1.7	3.4
CCn1c(SCC(=O)OCc2ccccc2)nc2c1c(=O)n(C)c(=O)n2C	0.9	-0.2	6.3	-4.5	3.1	-2.4	10.0	-9.6	-6.7
O/C(=C\c1nc2ccccc2[nH]1)c1cccs1	8.9	0.2	-1.9	-1.6	1.5	-0.9	13.9	-2.5	7.1
Cc1cc(N2CCC(C)CC2)nc(SCC(=O)c2ccccc2)n1	2.2	-2.2	-0.6	-0.4	0.3	11.0	3.1	3.9	-0.2
O=C(c1ccc(S(=O)(=O)N2CCOCC2)cc1)N1CCN=C1SCc1cccnc1	-9.2	1.1	-5.2	2.8	1.9	1.0	-10.2	1.6	2.1

(continued)
compound	Bcl-xL primary	MEX-5 binding	PME-1 inh	TPT1 inh	Fam108B inh	GLD-1 TGE inh	MCL1 BIM primary	PAD4 inh	GSTO1 counter
O=C(O)C1CCN(C(=O)CCc2ccccc2)CC1	0.9	-1.3	7.0	0.4	3.3	2.9	-3.8	4.1	3.1
CCNc1nc(NCC)nc(N/N=C/c2ccc(Br)cc2)n1	-0.7	0.4	-10.6	0.4	1.8	2.6	5.5	-0.9	6.0
CCCCN(C)CCCNC(=O)/C=C1\Sc2ccccc2NC1=O	5.1	2.2	-3.4	-4.0	1.8	10.7	6.1	2.1	-4.0
Cc1cc(C)c2c(=O)n(CC(=O)Nc3ccc(Br)c(C)c3)sc2n1	5.3	-2.6	-1.8	0.6	0.1	3.6	23.6	-1.7	4.3
O=C(OCC(=O)c1c[nH]c2ccccc12)c1cccc(S(=O)(=O)N2CCCCCC2)c1	-0.4	-0.8	-51.1	1.7	-31.8	0.3	-4.8	0.4	-13.2
COc1ccccc1CNC(=O)CCS(=O)(=O)c1cccs1	-4.7	0.8	0.6	4.4	-1.4	5.7	5.6	-3.3	3.3
COc1ccc(OC)c(/C=C2\N=C(c3ccccc3)OC2=O)c1	-23.0	0.7	-3.3	23.6	-1.3	-5.5	-46.6	2.3	-1.0
Cc1noc(C)c1-c1ccc2ncnc(NCC3CCCCN3C)c2c1 (stereo not drawn)	7.8	·	-5.8	·	·	3.2	1.9	-1.0	·
O=C(NC(=S)Nc1ccc(NC(=O)c2cccs2)cc1)c1ccc([N+](=O)[O-])cc1	-1.1	2.0	4.1	3.0	8.4	0.5	2.8	-8.2	-10.8
Cc1ccc(C(=O)N2CCN(c3ccc(NC(=O)c4cccnc4)cc3)CC2)cc1	6.0	0.7	-7.6	-5.4	4.3	4.7	5.8	-0.1	5.4
Cc1cc(C)cc(NC(=O)C(=S)NCc2ccccc2)c1	5.1	-0.1	-0.4	2.9	0.3	7.5	1.4	0.6	-3.4
Cc1c(O)c(CN2CCCC2)cc2c1oc(=O)c1ccccc12	8.9	-1.0	-3.6	-0.3	5.0	0.9	14.7	-2.8	7.4
O=C(CN1CCSCC1)N/N=C/c1ccc(F)c(F)c1	2.3	0.9	-3.9	-2.1	2.4	5.6	-2.2	-1.7	3.7
O=C(Nc1ccccc1-c1nnn(CC(=O)N2CCCc3ccccc32)n1)c1cccc(Cl)c1	3.1	1.0	-5.6	-0.3	0.0	-0.2	-0.3	1.3	-0.4
COc1ccc([N+](=O)[O-])cc1N(CC(O)CN1CCCC1)S(=O)(=O)c1ccc(C)cc1 (stereo not drawn)	5.0	-0.7	-0.6	-2.4	-4.1	-7.3	-0.9	-4.7	-9.0
Cc1nc(SCC(=O)NC(=O)NCCC(C)C)c2c(-c3cccs3)csc2n1	3.0	·	3.7	-0.8	2.3	-0.6	2.6	-3.0	-5.6
COc1cc2ccccc2cc1C(=O)Nc1ccc(CN2CCOCC2)cc1	2.8	2.5	1.3	1.7	-1.7	5.9	-0.5	-1.5	0.4
O=C(/C=C\c1ccc2c(c1)OCO2)Nc1c2c(nn1-c1ccc(Cl)cc1)CSC2	2.4	-1.2	-12.2	0.4	-6.7	5.9	1.6	1.0	3.7

Screening results (PubChem)
